Compound activity as filed in PubChem.
HTRA1 inhibitor – HTRA1 serine protease inhibitors, primary screen, biochemical, fluorescence polarization, HTS; 340,000 compounds, 0.5% hits; recombinant HTRA1, FP-rhodamine activity-based probe; Q92743; inhibition, % at 5.96 µM; in the data active means inhibition above about 36%;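 further: 0% = enzyme with DMSO and 100% = wells lacking enzyme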
rCAG binder – binders of r(CAG) RNA repeats, primary screen, biochemical, fluorescence. 370,000 compounds, 1.3% hits. r(CAG) RNA repeat, TO-PRO-1 dye displacement fluorescence. AID 651821, 2012. inhibition, % at 3 µM;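 active means inhibition above the plate cutoff, the mean of all test compounds on that plate plus 3 SD, cut at about 35% in these data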;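 further: 0% = DMSO alone and 100% = 100 µM mitoxantrone as full dye displacement; higher means more dye released from RNA so lower well fluorescence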
LEDGF integ inh – blockers of LEDGF/p75-dependent integrase strand transfer – biochemical, TR-FRET, high throughput, primary screen | TR-FRET IN-LEDGF/p75 DNA integration, Eu/Cy5 | inhibition, % at 3.7 µM | AID 743269, 2014 | 370,000 compounds, 0.64% hits | HIV-1 integrase (with human LEDGF/p75);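 active means inhibition above the screen-wide mean plus 3 SD, cut at about 13% in these data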;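 further: signal is the Cy5 over europium emission ratio at 671 and 618 nm; 0% = plate median of compound wells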
MBD2 inh – inhibitors of MBD2 binding to methylated DNA, primary screen, biochemical, TR-FRET, DNA-binding domain, human | Methyl-CpG-binding domain protein 2 (Homo sapiens), Q9UBB5 | MBD2 binding to methylated oligonucleotide | inhibition, % at 4.4 µM | 370,000 compounds, 0.31% hits | AID 686964, 2013; in the data active means inhibition above about 13%
PG9 binder – binders of HIV-1 gp120 antibody PG9, primary screen, biochemical, TR-FRET; HIV-1 gp120 / PG9 antibody interaction; TR-FRET gp120-PG9 antibody binding; AID 624416, 2012; 360,000 compounds, 0.43% hits; inhibition, % at 6.7 µM; in the data active means inhibition above about 8.5%
Rev-erbA mod – modulators of Rev-erb alpha DNA binding, primary screen, biochemical, FITC-DNA, fluorescence polarization, uHTS; activity, % at 10 µM; Rev-erbα–FITC-DNA binding, 90 min; Nuclear receptor subfamily 1 group D member 1 (Homo sapiens), P20393; 370,000 compounds, 0.79% hits; AID 1259318, 2017;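 active means activity above about 14%, limit read from the data; passing the limit was not always enough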;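 further: 0% = DMSO wells with 35 nM protein and 100% = DMSO wells with 750 nM protein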
Target sequence (P20393 whole entry, looked up): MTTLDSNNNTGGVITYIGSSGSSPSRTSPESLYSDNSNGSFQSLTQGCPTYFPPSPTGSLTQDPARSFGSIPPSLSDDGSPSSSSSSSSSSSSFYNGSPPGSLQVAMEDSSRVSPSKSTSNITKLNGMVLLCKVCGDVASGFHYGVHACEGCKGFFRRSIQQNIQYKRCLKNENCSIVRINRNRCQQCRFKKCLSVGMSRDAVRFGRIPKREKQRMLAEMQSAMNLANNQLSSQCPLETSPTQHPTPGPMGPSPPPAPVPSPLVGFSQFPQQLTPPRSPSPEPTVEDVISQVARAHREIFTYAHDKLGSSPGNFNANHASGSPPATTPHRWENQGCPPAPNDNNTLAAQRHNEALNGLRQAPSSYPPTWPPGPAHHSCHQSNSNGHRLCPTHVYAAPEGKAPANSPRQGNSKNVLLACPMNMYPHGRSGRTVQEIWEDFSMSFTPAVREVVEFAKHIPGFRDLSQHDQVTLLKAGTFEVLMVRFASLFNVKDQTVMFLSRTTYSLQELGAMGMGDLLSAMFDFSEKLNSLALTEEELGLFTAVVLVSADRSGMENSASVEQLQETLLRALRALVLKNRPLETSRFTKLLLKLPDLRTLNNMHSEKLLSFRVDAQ
TCR CD3 inh – inhibitors of human TCR-CD3 interaction, primary screen, biochemical, fluorescence, TAMRA-labeled TCR probe; T-cell receptor (TCR); AID 651800, 2012; inhibition, % at 9.4 µM; 360,000 compounds, 0.37% hits; in the data active means inhibition above about 19%;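 further: recombinant mutant TCR 2C K166C tagged with TAMRA read by polarization; 0% = receptor in buffer alone and 100% = receptor with positive control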
UHRF1 MBD2 ctr – UHRF1 methylated DNA binding inhibitors, primary screen, counter-screen for MBD2 inhibitor project, biochemical, TR-FRET, human UHRF1, single concentration | UHRF1 binding to methylated oligo | 370,000 compounds, 0.75% hits | inhibition, % at 4.4 µM | AID 687016, 2013; in the data active means inhibition above about 21%;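 further: UHRF1 SRA domain binding a hemimethylated CpG hairpin DNA probe; 0% = median of test compound wells and 100% = reference inhibitor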
mABHD4 FP – ABHD4 inhibitors, primary screen, biochemical, fluorescence polarization, mouse. (Lyso)-N-acylphosphatidylethanolamine lipase (Mus musculus), Q8VD66. purified mABHD4, FP-Rh probe fluorescence polarization. inhibition, % at 8.92 µM. 370,000 compounds, 0.54% hits;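 active means inhibition exceeding the mean over every tested compound plus 3 SD, cut at about 30% in these data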;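 further: 0% = plate median of compound wells and 100% = S159A mutant with DMSO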
Target sequence (Q8VD66 whole entry, looked up): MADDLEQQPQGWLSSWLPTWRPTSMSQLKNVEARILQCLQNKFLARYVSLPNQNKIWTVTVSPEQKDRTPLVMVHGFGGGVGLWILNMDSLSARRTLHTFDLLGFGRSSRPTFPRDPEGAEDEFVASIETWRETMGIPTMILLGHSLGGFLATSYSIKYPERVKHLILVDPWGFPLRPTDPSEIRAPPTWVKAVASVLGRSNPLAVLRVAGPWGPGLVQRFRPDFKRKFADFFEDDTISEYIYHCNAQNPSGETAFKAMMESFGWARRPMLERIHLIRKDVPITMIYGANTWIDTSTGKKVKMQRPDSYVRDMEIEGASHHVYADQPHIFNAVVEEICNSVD
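Assay system: mouse ABHD4 enzyme, wild type / Also added: fluorescent activity-based probe FP-Rh / Doses: single nominal dose of 8.92 µM, 0.89% DMSO final / Timing: 45 min compound pre-incubation plus 60 min probe step, 25 °C / Signal: FP readout, ex 525 nm / em 598 nm / Control set: S159A mutant/DMSO as 100%, compound-well median as 0%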
PRMT1 inh – PRMT1 methyltransferase inhibitors, primary screen, biochemical, fluorescence polarization; 370,000 compounds, 1.3% hits; recombinant PRMT1, activity-based probe fluorescence polarization; inhibition, % at 2.79 µM; Protein arginine N-methyltransferase 1 (Homo sapiens), Q99873;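 active means inhibition above about 21% made by adding two undisclosed values, limit read from the data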
* marks the source's active call; other numbers are inactive results; / = no result given. An excerpt. The share of hits here may be higher or lower than overall.

The line under a structure holds: PRMT1 inh, LEDGF integ inh, mABHD4 FP, MBD2 inh, Rev-erbA mod, HTRA1 inhibitor, PG9 binder, UHRF1 MBD2 ctr, TCR CD3 inh, rCAG binder
- CN(C)S(=O)(=O)c1cccc(NC(=S)NN=C(Cc2ccccc2)Cc2ccccc2)c1
  4, 4, -7, -4, -3, -8, -1.4, -7, -3, 6
- CC1CCCCC1n1c(=S)[nH]c2ccccc2c1=O (configuration not stated)
  3, 6, -12, 4, 3, -22, -2.7, 0, 7, 0
- CCOc1ccc(S(=O)(=O)NCc2ccc3c(c2)OCO3)cc1C(=O)O
  4, 9, -2, 2, -5, 5, 0.0, 4, -3, -3
- Cc1cc(C)cc(Nc2c3c(nc4ncnn24)CCC3)c1
  -2, 0, -4, -2, -2, 3, -3.5, 3, 0, 2
- O=C(NCc1ccccc1)c1cc(C2COCCN2C(=O)OCCF)on1 (configuration not stated)
  2, 1, 6, -1, 8, /, -0.9, 2, 4, 1
- COn1c(-c2ccc(C)cc2)nc2ncccc21
  6, -3, 2, 4, 1, -1, 0.7, 0, -3, 2
- Cc1ccc(OCC(=O)NC(=S)Nc2cccc(NC(=O)c3ccccc3Cl)c2)cc1
  2, -3, -1, 2, 5, 2, 2.5, -4, 3, 0
- Cc1nc(SCC(=O)NC(C)c2ccccc2)c2oc3ccccc3c2n1 (configuration not stated)
  -1, 0, -1, -2, 14, -2, 15*, -1, 2, -2
- CC(=O)c1ccc(NC(=O)CN2C(=O)NC3(CCc4ccccc43)C2=O)cc1 (configuration not stated)
  -2, -3, 1, 10, -7, -2, -0.9, 15, 1, 4
- COc1ccc(C2(O)C(=O)Nc3ccccc32)cc1 (configuration not stated)
  -3, 4, 3, -1, 10, 2, -0.8, -2, 1, 0
- COc1ccc(S(=O)(=O)n2ccc(C(C)Oc3ccc(-c4ccccc4)c(F)c3)n2)cc1 (configuration not stated)
  -3, -1, -13, 1, 0, -11, -0.6, 0, 3, 4
- COC(=O)c1ccc(C2/C(=C(/O)c3ccc4c(c3)CC(C)O4)C(=O)C(=O)N2CCN2CCOCC2)cc1 (configuration not stated)
  -1, 5, -2, -3, -4, 5, 0.6, 0, -5, 10
- COc1ccc(OCCOC(=O)CNS(=O)(=O)c2ccc(SC)c([N+](=O)[O-])c2)cc1
  -7, 4, -1, 3, -2, -7, -2.8, 0, 4, 1
- Cc1cc2c(c(=O)o1)[C@@]1(C(=O)N(C)c3ccccc31)C1=C(CCCC1=O)O2
  -3, -1, 3, 4, -5, /, -1.0, -1, 5, 3
- COC(=O)c1ccc(/C=C2\Oc3ccccc3NC2=O)cc1
  0, 1, 2, 3, 2, -5, -0.9, -1, -2, 6
- OC[C@@H]1CN(Cc2cccs2)C[C@H](n2cnc3c(N4CCN(c5ccccc5)CC4)ncnc32)O1
  -1, 1, 0, 6, 5, /, -1.0, 0, -3, 4
- Cc1nc2ccc(NS(=O)(=O)c3c(C)c(C)cc(C)c3C)cc2s1
  3, -1, -7, 1, 2, -34, -0.5, 17, -1, 4
- CCOc1cccc(/C=C/c2ccc3ccccc3n2)c1OC(C)=O
  0, 4, 6, -2, 0, -29, -0.8, -3, 11, -2
- COc1cccc(C(=O)O/N=C/c2ccc(Sc3ccc(C)cc3)nc2)c1
  2, 3, -2, -2, 0, -2, -0.6, 0, 4, 2
- COc1ccc(-c2nnco2)cc1OC
  -1, -1, 1, 2, -1, 2, -2.0, -1, -5, 1
- Cc1noc(C)c1S(=O)(=O)NC(=O)C1(C)CCN1C(=O)CC(c1ccccc1)c1ccccc1 (configuration not stated)
  -4, -2, 5, -2, -5, /, -1.6, -1, 1, 20
- Cc1ccc(NC(=S)NC(=O)/C=C/c2ccc(Cl)cc2)cc1
  1, -4, 3, 4, 6, 1, 0.4, -1, 1, 3
- COC(=O)c1ccccc1NC(=O)N1CCN(S(=O)(=O)c2ccc(Cl)cc2)CC1
  -1, 0, -10, 7, -1, 1, 2.2, 3, -7, -1
- O=C(Nc1ccccc1)OCC1CCCO1 (configuration not stated)
  4, -1, -4, 0, 7, 7, 1.5, -3, -2, -2
- O=[N+]([O-])c1ccc(Sc2cccc3cccnc23)c2cccnc12
  4, -2, 0, 0, 2, 2, -0.5, 0, -8, -2
- O=C(/C=C\c1ccc2c(c1)OCO2)NC1(C(=O)Nc2ccc3c(c2)OCO3)CCCCC1
  1, 3, 1, -4, -6, 3, -1.7, 3, -3, 5
- COc1cccc(OC)c1C(=O)NCCOc1cc(C)cc(C)c1
  -1, -1, -7, -4, -1, -1, -0.8, -1, 6, -4
- NC(=O)N=Nc1c(O)n(Cc2ccccc2)c2ccc(Br)cc12
  -2, 9, -2, -4, -4, -16, -1.4, -3, 0, 4
- O=[N+]([O-])c1ccc(NS(=O)(=O)c2ccc(Cl)c(Cl)c2)cc1
  2, 5, -3, 0, -3, /, 0.1, 0, 2, 24
- CCN(CC)C(=O)c1sc(N2C(=O)Nc3ccccc3N2O)c(C(=O)OC)c1C
  2, -1, -7, 4, 0, -1, -0.5, 2, 4, 12

Compounds listed so far containing a nitro group on carbon (3):
The line under a structure holds: PRMT1 inh, LEDGF integ inh, mABHD4 FP, MBD2 inh, Rev-erbA mod, HTRA1 inhibitor, PG9 binder, UHRF1 MBD2 ctr, TCR CD3 inh, rCAG binder
- COc1ccc(OCCOC(=O)CNS(=O)(=O)c2ccc(SC)c([N+](=O)[O-])c2)cc1
  -7, 4, -1, 3, -2, -7, -2.8, 0, 4, 1
- O=[N+]([O-])c1ccc(Sc2cccc3cccnc23)c2cccnc12
  4, -2, 0, 0, 2, 2, -0.5, 0, -8, -2
- O=[N+]([O-])c1ccc(NS(=O)(=O)c2ccc(Cl)c(Cl)c2)cc1
  2, 5, -3, 0, -3, /, 0.1, 0, 2, 24

(continued)
The line under a structure holds: PRMT1 inh, LEDGF integ inh, mABHD4 FP, MBD2 inh, Rev-erbA mod, HTRA1 inhibitor, PG9 binder, UHRF1 MBD2 ctr, TCR CD3 inh, rCAG binder
- Cc1noc(/C=C/N(C)C)c1S(=O)(=O)N1CCCC(C(=O)N2CCc3ccccc32)C1 (configuration not stated)
  0, 5, -12, -1, -1, -39, 0.9, 0, -4, 19
- O=C(CN1C(=O)c2cccnc2C1=O)c1ccccc1
  -1, -4, 3, 2, 3, 1, -1.1, 0, 8, -1
- O=C(N/N=C/c1coc2ccccc2c1=O)c1ccccc1
  1, 1, -3, -7, 1, 3, 0.1, -2, -2, 0
- Cc1ccc(C23OC(=O)C(C)(C)C2OC(=O)C3(C)C)cc1 (configuration not stated)
  -1, -1, 3, 0, 3, -2, 0.0, -1, 2, -2
- CC(C)OC(=O)CSc1nnc(-c2cnccn2)n1-c1ccc(Cl)cc1
  -1, 0, -3, 0, -3, -3, 1.3, 0, 12, -3
- COc1ccc(NS(=O)(=O)c2ccc(N3CCOCC3)c(NC(=O)c3ccccc3Br)c2)cc1
  0, 4, -4, 0, 1, -10, -0.6, 3, 6, 8
- CC(=O)Nc1ccc(S(=O)(=O)NCCC(=O)NNC(=O)c2ccccc2O)cc1
  -1, -1, -1, 2, -2, -5, -3.2, -3, 11, 1
- COCCN1C(=O)C(CC(=O)Nc2ccccc2)SC1=Nc1ccc(OC)cc1 (configuration not stated)
  2, 1, -4, 2, 2, -6, -2.1, 1, 6, 0
- Cc1cc2c3c([nH]c2cc1S(=O)(=O)NCc1ccc(CN2CCCCCC2)o1)CCCC3=O
  8, 3, -1, 3, -4, 4, -1.4, 5, 2, 11
- Cc1cc2c(nn1)CCC/C2=N\O
  1, 1, 2, -2, -4, 2, 1.5, 0, -2, -3
- CC(C)(C)NC(=O)NC(=O)CN1CCN(Cc2ccccc2)CC1
  -4, 3, -4, -4, 2, -8, -1.4, 2, 6, -6
- Cc1ccc(NC(=O)Cn2cc([N+](=O)[O-])nc2C)cc1C
  -2, 3, 1, 1, -5, 11, 0.6, 0, -3, 0
- CCOc1ccc(CCNC(=O)/C=C/c2ccco2)cc1OCC
  14, -3, -4, 2, 4, 6, -1.7, 1, -8, 1
- O=C1NC(Cc2ccc(O)cc2)c2nc3cc(Cl)ccc3c(=O)n2-c2cc(Cl)ccc21 (configuration not stated)
  -7, 1, -16, -4, -3, -40, 1.4, -3, -3, 9
- Cc1cccc(C2c3[nH]c4ccccc4c3CCN2Cc2cccn2-c2ncccn2)c1 (configuration not stated)
  -1, -3, -1, -4, -1, -32, -0.1, -3, 3, 1
- CC(=O)Nc1ccc(/C=C2\CCc3ccccc3C2=O)cc1
  0, -2, -1, -1, -4, -12, 0.8, -1, 0, 0
- CCSC1=C(C#N)C(c2cccs2)C(C(=O)OC)=C(C)N1 (configuration not stated)
  -1, -6, 4, 0, 0, -9, 0.1, -1, -4, -2
- Cc1ccn2c(Nc3ccccc3C)c(-c3ccncc3)nc2c1
  0, 1, -3, -2, 3, 0, 0.9, -2, 4, -4
- CN(c1ccc(OCc2ccc([N+](=O)[O-])cc2)cc1)S(=O)(=O)c1ccccc1
  -4, -3, 1, -3, -6, -11, -1.4, 0, 7, 5
- CC(OC(=O)CCNS(=O)(=O)c1cccs1)C(=O)Nc1ccc(S(N)(=O)=O)cc1 (configuration not stated)
  0, 1, 5, -3, 1, 3, 1.7, -1, 4, 7
- CC(C)N1CCN(C(=O)c2ccc(OC3CCN(CCc4ccccc4)CC3)cc2)CC1
  -4, 0, 3, 1, 0, 1, -0.2, 5, -2, -9

Some of these compounds in order of the PG9 binder value, rising:
| compound | PG9 binder |
| --- | --- |
| CN(c1ccc(OCc2ccc([N+](=O)[O-])cc2)cc1)S(=O)(=O)c1ccccc1 | -1.4 |
| CC(C)N1CCN(C(=O)c2ccc(OC3CCN(CCc4ccccc4)CC3)cc2)CC1 | -0.2 |
| CCSC1=C(C#N)C(c2cccs2)C(C(=O)OC)=C(C)N1 (configuration not stated) | 0.1 |
| CC(=O)Nc1ccc(/C=C2\CCc3ccccc3C2=O)cc1 | 0.8 |
| Cc1ccn2c(Nc3ccccc3C)c(-c3ccncc3)nc2c1 | 0.9 |
| CC(OC(=O)CCNS(=O)(=O)c1cccs1)C(=O)Nc1ccc(S(N)(=O)=O)cc1 (configuration not stated) | 1.7 |
